# GLP1R inv ag: inverse agonists of human GLP-1 receptor; P43220; Potency, µM (titrated, usually from 38.3 µM), without a hit: at the top dose activity change, negative = inhibition, most hits filed as inhibitors; actives 1.6% (n = 410,000); HEK293 GLP-1R CRE-luciferase, luminescence, 24 h; GLP-1R form is constitutively active; AID 624417; also: % is scaled to controls: 0 for no effect and ±100 for the full control effect; nearly all actives have a fitted effect of over 55% in size
# Target sequence (P43220 whole entry, looked up): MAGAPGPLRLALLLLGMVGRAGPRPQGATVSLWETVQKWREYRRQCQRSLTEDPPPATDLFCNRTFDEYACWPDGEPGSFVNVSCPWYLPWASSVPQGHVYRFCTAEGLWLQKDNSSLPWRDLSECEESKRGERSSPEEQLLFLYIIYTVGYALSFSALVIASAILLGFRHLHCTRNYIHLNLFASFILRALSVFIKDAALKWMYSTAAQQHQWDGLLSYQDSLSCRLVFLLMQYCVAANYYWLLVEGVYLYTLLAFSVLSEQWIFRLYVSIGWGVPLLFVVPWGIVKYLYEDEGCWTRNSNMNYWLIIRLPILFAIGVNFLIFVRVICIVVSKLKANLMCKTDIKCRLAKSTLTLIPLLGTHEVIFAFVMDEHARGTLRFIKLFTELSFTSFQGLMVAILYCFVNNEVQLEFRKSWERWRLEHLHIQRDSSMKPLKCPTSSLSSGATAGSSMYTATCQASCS
#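 Luminescence readout: a drop in cAMP-driven luciferase signal flags inverse agonism at a constitutively active GLP-1R stably expressed in HEK293. Compound exposure lasted 24 hr at 37 deg C, 5% CO2.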
# GLP1R cytotox: cytotoxicity in counter-screen for GLP-1R inverse agonists | Potency, µM (top dose mostly 38.3 µM), without a hit: at the highest dose activity change, negative = inhibition, actives largely listed as inhibitors | actives 0.13% (n = 410,000) | AID 624418 | HEK293 cAMP-luciferase reporter cells, luminescence, 24 h;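 also: loss of luciferase light is scored as toxicity; % is scaled to controls: 0 for no effect and ±100 for the full control effect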
#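 Here, cytotoxicity is scored as loss of luminescence. The MLSMR collection was tested on cells seeded in medium containing 10% Nu serum, with a 24 hr compound exposure preceded by 12 hours of culture.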
# TDP-43 yeast inh: rescues yeast growth from TDP-43 toxicity. TDP-43 expressing yeast growth rescue, BacTiter-Glo, 24 h. Potency, µM (series often up to 46.1 µM), for the others: at the highest dose growth rescue (activation), actives largely listed as activators. actives 1.8% (n = 410,000). AID 652104; also: % of control where 0% means no effect; nearly all actives have a fitted effect of over 50% in size
#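 Cell-based yeast growth screen: TDP-43 expression induced in galactose, inoculum OD600=0.02 after raffinose pregrowth to mid-log. Read-out BacTiter-Glo luminescence at 24 hr, 30 deg C; inhibition of toxicity seen as signal increase.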
# HT1080 IDH1KD tx: HT-1080 IDH1 knockdown cell toxicity (counter line). HT-1080 IDH1 knockdown viability, ATP luminescence, 48 h. Potency, µM (doses to about 46.1 µM), without a hit: at the highest dose activity, negative = toxicity, usual class: cytotoxic. actives 2% (n = 360,000). AID 686971;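 also: 0% = DMSO wells and -100% = cell-free medium wells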
#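 HT-1080-IDH1KD cells (IDH1 knocked down), 750/well in RPMI with 5% FBS, treated with compound 48 h at 37 degrees C. Viability by CellTiter-Glo luminescence, normalised to DMSO and no-cell wells; concentration-response curves classed.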
# KB-3-1 cytotox: KB-3-1 parental cell cytotoxicity; KB-3-1 viability, CellTiter-Glo ATP luminescence, 72 h; actives 1.4% (n = 400,000); Potency, µM (doses to about 46.1 µM), without a hit: top-dose activity change, negative = cytotoxic, hits mostly cytotoxic; AID 1347075; also: % is scaled to controls: 0 for no effect and ±100 for the full control effect; nearly all actives have a fitted effect of over 60% in size
#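 Parental KB-3-1 adenocarcinoma cells in phenol-red-free DMEM with 10% FBS were pin-treated with compounds at several concentrations, incubated 72 h at 37 °C, and viability read by CellTiter-Glo luminescence; concentration-effect curves were fitted after normalization.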
# GLP-1R agonist: agonists of human GLP-1 receptor; actives 0.007% (n = 380,000); AID 624172; P43220; HEK293 GLP-1R CRE-luciferase, luminescence, 4-6 h; cells express a hypersensitive GLP-1R form; Potency, µM (top dose mostly 45.6 µM), for inactives: at the highest dose activation, hits mostly activators; also: % of control where 0% means no effect
# KB-V1 cytotox: kills drug-selected multidrug resistant KB-V1 cells; KB-V1 MDR cells viability, CellTiter-Glo, 72 h; Potency, µM (doses to about 46.1 µM), for inactives: at the highest dose activity change, negative = cytotoxicity, most hits filed as cytotoxic; actives 3.4% (n = 400,000); AID 1347076; also: % is scaled to controls: 0 for no effect and ±100 for the full control effect; nearly all actives have a fitted effect of over 60% in size
#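 Drug-selected KB-V1 cells, grown in DMEM lacking phenol red with 10% FBS, receive compound titrations; after three days at 37 degrees C, surviving cell ATP is quantified by CellTiter-Glo luminescence and responses normalized and curve-fitted.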
# SW480 rerep: inducers of DNA re-replication in SW480 colon cancer cells; actives 1.8% (n = 340,000); Potency, µM (doses to about 46.1 µM), inactives show at the top dose re-replication activation, most hits filed as activators; SW480 DNA re-replication, Hoechst DNA content imaging, 48 h; also: % of control where 0% means no effect; nearly all actives have a fitted effect of over 55% in size
#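 Image-based read-out: total Hoechst fluorescence of nuclei (405 nm excitation, 500-530 nm emission), with hits raising the fraction of high-intensity nuclei. SW480 colon cells incubated 48 hr with compounds at 37 C.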
# HT1080-NT tox: kills 2HG-producing HT-1080-NT fibrosarcoma cells | HT-1080-NT fibrosarcoma viability, CellTiter-Glo ATP luminescence, 48 h | Potency, µM (titrated, usually from 46.1 µM), without a hit: top-dose activity, negative = less viability, most hits filed as cytotoxic | actives 1.6% (n = 360,000);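 also: NT is the 2HG producing partner of a matched IDH1 knockdown line; 0% = DMSO-treated cells and -100% = media-only wells without cells; nearly all actives have a fitted effect of over 55% in size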
#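 Viability of the 2HG-overproducing fibrosarcoma line after 48 hours of compound exposure at 37 degrees C was determined by luminescence with CellTiter-Glo, and concentration-effect curves were then fitted and categorized.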
# Numbers without * were called inactive; ? = inconclusive; . = no result given; & = joins results of further samples; [ ] = another dose, or the depositor's remark. Calls follow the shape of the dose curve; as a rule, active = well fitted curve in the direction sought with a large enough effect; inconclusive = small, poorly fitted or top-dose-only effect, or another doubt; inactive = no such curve, though single readings can be large; an effect the other way counts as inactive or inconclusive. Potency is read from the fitted curve at half-maximal effect.
canonical_smiles,GLP1R inv ag,GLP1R cytotox,TDP-43 yeast inh,HT1080 IDH1KD tx,KB-3-1 cytotox,GLP-1R agonist,KB-V1 cytotox,SW480 rerep,HT1080-NT tox
COc1cc(CC(=O)OCC(=O)Nc2ccc(N(C)C)cc2)cc(OC)c1OC,4%,6%,5%,0%,-8%,8%,8%,-3%,-2%
O=C(CSc1ccccn1)N1CCN(c2ncc(C(F)(F)F)cc2Cl)CC1,?,-1%,8%,-13%,-21%,5%,-31%,-5%,-15%
O=C(Cc1ccc(F)cc1)NCCS(=O)(=O)N1CCN(c2cccc(Cl)c2)CC1,10µM*,2%,-20%,-7%,?,0%,?,?,2%
Cc1cccc(NC(=O)Nc2ccc(Oc3c(F)c(F)c(F)c(F)c3F)cc2)c1,0%,5%,-8%,6%,-1%,-19%,14%,-2%,3%
CC(=O)N1CCN(C(=O)COc2ccc(Br)cc2)CC1,2%,-3%,-10%,-1%,-6%,9%,-1%,1%,-2%
CN(Cc1ccccc1)C(=O)CN1C(=O)c2ccc([N+](=O)[O-])cc2C1=O,19%,4%,9%,3%,12%,4%,33%,1%,-3%
O=C1NC(=S)SC1=Cc1cccs1,?,?,-36%[inhibitor],-18%,-7%,-1%,-9%,3%,-19%
CC1=CC(c2ccccc2)=Nc2ccc(C)cc2N1,-28%,-4%,2%,-3%,-15%,-8%,0%,-3%,0%
COc1cc(/C=C2\C(=O)ON=C2c2ccccc2)cc(Br)c1O,-29%,-20%,11µM*,?,?,-4%,?,?,16µM*
COc1ccccc1/C=C/CN1CCN(c2ccccc2)CC1,-1%,1%,-14%,-25%,6%,0%,-16%,14%,-26%

# Three compounds from above, sorted by the number in SW480 rerep, highest first.
smiles	GLP1R inv ag	GLP-1R agonist	SW480 rerep
COc1ccccc1/C=C/CN1CCN(c2ccccc2)CC1	-1%	0%	14%
O=C1NC(=S)SC1=Cc1cccs1	?	-1%	3%
CC(=O)N1CCN(C(=O)COc2ccc(Br)cc2)CC1	2%	9%	1%

# (more compounds)
canonical_smiles,GLP1R inv ag,GLP1R cytotox,TDP-43 yeast inh,HT1080 IDH1KD tx,KB-3-1 cytotox,GLP-1R agonist,KB-V1 cytotox,SW480 rerep,HT1080-NT tox
NCCOc1ccc(C2CCCCC2)cc1,12%,12%,-16%,?,3%,19%,-3%,?,15%
CC(C)(C)OC(=O)N1CCN(C(=O)c2[nH]cnc2C(=O)Nc2ccc(Cl)cc2)CC1,1%,3%,19%,16%,0%,1%,-13%,-2%,20%
N#Cc1ccc(C(=O)Nc2ccccc2-c2nc3ccccc3s2)c(F)c1,11%,8%,-13%,.,-23%,-4%,-19%,.,.
COc1ccc2nc(NC(=O)CCNC(=O)c3ccccc3Cl)sc2c1,6%,8%,-12%,20%,11%,0%,21%,-110%[inhibitor],29%
O=C(CC1C(=O)N(c2ccc(Cl)cc2)C(=S)N1CCc1ccncc1)Nc1ccc(F)cc1 (stereo not given),0%,-15%,-18%,?,2%,-4%,-22%,0%,?
COc1cc(OC)c(C2=NOC(C(=O)Nc3ccc4c(c3)OCO4)C2)cc1Cl (stereo not given),128%[activator],-1%,14%[9.22 µM],3%,-24%,26%,?,0%,1%
O=C(Oc1ccc(=O)n(-c2ccccc2)n1)c1cccc(Cl)c1,5%,-5%,6%,11%,0%,-21%,13%,-3%,1%
Cc1ccc(C(=S)N2CCN(Cc3ccccc3)CC2)cc1,?,0%,-4%,1%,27%,6%,?,-14%,-7%
Cc1n[nH]c(=S)n1/N=C/c1ccc(-c2ccc(Cl)cc2)o1,4%,2%,11%,4%,3%,14%,?,-15%,-7%
CN1CCN(c2ccccc2NC(=O)C(Cc2ccccc2)n2cccc2)CC1 (stereo not given),?,-5%,23%,-13%,-11%,9%,0%,9%,-17%
COc1cc(/C=N/NC(=O)c2csc3c2CCCC3)cc(OC)c1O,?,-28%,-13%,-2%,-1%,21%,0%,-8%,5%
CCCCSCCCNC(=O)C1CCC(CNS(=O)(=O)c2ccc(NC(C)=O)cc2)CC1 (stereo not given),7%,-5%,-6%,?,13%,0%,?,15%,-14%
O=C(NC1CCCCCC1)c1ccccc1-c1ccccc1,?,3%,-2%,4%,-3%,-4%,?,0%,7%
O=C(O)C=C1CCN(c2ncc(C(F)(F)F)cc2Cl)CC1,14%,9%,13µM*,-7%,4%,17%,6%,-2%,-2%
COc1ccccc1CNC(=O)CCCn1nc(C)c2c(C)n(-c3ccccc3)nc2c1=O,-7%,0%,5%,-12%,1%,-3%,-19%,-15%,0%
O=C(Cn1ncc2c(=O)oc3ccccc3c21)N1CCN(c2ccc(Cl)cc2)CC1,2%,-3%,0%,.,-1%,-1%,0%,.,.
CCCCNC(=O)NCCN1CCOCC1,14%,-2%,-15%,11%,19%,2%,22%,-9%,9%
CC(OC(=O)c1nsc(Cl)c1Cl)C(=O)NCc1cccs1 (stereo not given),11%,0%,24%,2%,-13%,-5%,-3%,-5%,15%
C/C(=N\Nc1cccc([N+](=O)[O-])c1)c1cc2ccccc2o1,-4%,0%,-11%,3%,0%,-3%,-4%,-51%[inhibitor],15%
COCCNC(=O)c1onc(CSc2ccc(F)c(F)c2)c1C(=O)NCCOC,25%,4%,-5%,-1%,-16%,-1%,13%,-4%,1%
Cc1cccc(NC(=O)CN2C(=O)COc3ccc(S(=O)(=O)Nc4ccccc4)cc32)c1C,-18%,-5%,7%,.,0%,0%,-6%,.,.
C=CCOC(=O)C1=C(C)NC(=S)C(C#N)(CC=C)C1c1ccccc1Cl (stereo not given),?,-1%,16%,8%,-8%,0%,-26%,16%,0%
Cc1cc(OCC(=O)OCC(=O)NCc2cccs2)ccc1Cl,-3%,-6%,-7%,5%,-8%,-15%,20%,1%,-1%
COc1ccccc1-c1nc(SCC(=O)Nc2ccccc2F)n[nH]1,?,?,9%,?,?,28%,?,4%,-16%
O=C(NC(=S)NNC(=O)[C@H]1C[C@@H]1c1ccccc1)c1cccc(F)c1,13%,-8%,-8%[1.82 µM],13%,-2%,5%,0%,2%,-7%
CCC(=O)Nc1cc(-c2nn(C)c(=O)c3ccccc23)ccc1N1CCOCC1,73%[activator],13%,1%,13%,0%,13%,-6%,-5%,1%
CN(C)CCOC(=O)c1ccc(COc2ccccc2Br)o1,14%,-2%,5%,1%,17%,14%,0%,-11%,6%
O=C(Nc1cc(C(F)(F)F)ccc1N1CCOCC1)c1cccc(S(=O)(=O)N2CCOCC2)c1,23%,1%,19%,0%,-1%,1%,12%,.,8%
OCC(CO)(CO)N=Cc1c(O)ccc2ccccc12,-3%,-25%,-47%[inhibitor],?,0%,-1%,?,0%,?
CC1CCN(c2cc(N3CCOCC3)c(F)cc2[N+](=O)[O-])CC1,?,-19%,?,3%,-5%,-1%,?,0%[9.22 µM],1%
O=C(CCN1CCCC1=O)NC1CCCc2c1cnn2-c1ccc(F)cc1F (stereo not given),16%,19%,29%,0%,.,-6%,.,-2%,0%
Cc1cc(C)n(C(=O)c2cccc(S(=O)(=O)N3CCCC3)c2)n1,3%,0%,-14%,10%,4%,0%,8%,-8%,-3%
CN(C)c1ccc(/C=N/N2C(=O)c3ccccc3C2=O)cc1,5%,4%,-8%,-5%,-6%,2%,-1%,5%,-2%
Cc1cc2[nH]c(=O)c(=O)[nH]c2cc1S(=O)(=O)N1CCN(c2cccc(C(F)(F)F)c2)CC1,9%&17%,5%&2%,10%&19%,-20%,6%&-2%,7%,-2%&0%,-11%,-1%
O=C(Cn1ncc2c1-c1ccccc1OC2)Nc1ccc(S(=O)(=O)N2CCCCC2)cc1,?,-8%,5%,-27%,-10%,0%,?,?,-13%
CC(C)Cc1nnc(NC(=O)C2=COCCO2)s1,-12%,0%,5%,9%,19%,-4%,?,-33%[inhibitor],-1%[9.24 µM]
CCc1ccc(C(=O)N2CCN(S(=O)(=O)c3sc(C(=O)O)c(C)c3C(=O)O)CC2)cc1,-5%,-10%,-1%,6%,-1%,-6%,23%,-27%,8%
COc1ccc(-n2c(Cc3cccn3C)nnc2SCC(=O)Nc2cc(Cl)ccc2OC)cc1,?,-1%,3%,-14%,0%,10%,-13%,1%,-1%

# Laid out differently: eight of the compounds above.
# Values run as follows: GLP1R inv ag, GLP1R cytotox, TDP-43 yeast inh, HT1080 IDH1KD tx, KB-3-1 cytotox, GLP-1R agonist, KB-V1 cytotox, SW480 rerep, HT1080-NT tox
CC1CCN(c2cc(N3CCOCC3)c(F)cc2[N+](=O)[O-])CC1
 : ?, -19%, ?, 3%, -5%, -1%, ?, 0%[9.22 µM], 1%
O=C(CCN1CCCC1=O)NC1CCCc2c1cnn2-c1ccc(F)cc1F (stereo not given)
 : 16%, 19%, 29%, 0%, ., -6%, ., -2%, 0%
Cc1cc(C)n(C(=O)c2cccc(S(=O)(=O)N3CCCC3)c2)n1
 : 3%, 0%, -14%, 10%, 4%, 0%, 8%, -8%, -3%
CN(C)c1ccc(/C=N/N2C(=O)c3ccccc3C2=O)cc1
 : 5%, 4%, -8%, -5%, -6%, 2%, -1%, 5%, -2%
Cc1cc2[nH]c(=O)c(=O)[nH]c2cc1S(=O)(=O)N1CCN(c2cccc(C(F)(F)F)c2)CC1
 : 9%&17%, 5%&2%, 10%&19%, -20%, 6%&-2%, 7%, -2%&0%, -11%, -1%
O=C(Cn1ncc2c1-c1ccccc1OC2)Nc1ccc(S(=O)(=O)N2CCCCC2)cc1
 : ?, -8%, 5%, -27%, -10%, 0%, ?, ?, -13%
CC(C)Cc1nnc(NC(=O)C2=COCCO2)s1
 : -12%, 0%, 5%, 9%, 19%, -4%, ?, -33%[inhibitor], -1%[9.24 µM]
CCc1ccc(C(=O)N2CCN(S(=O)(=O)c3sc(C(=O)O)c(C)c3C(=O)O)CC2)cc1
 : -5%, -10%, -1%, 6%, -1%, -6%, 23%, -27%, 8%

# Screening results deposited in PubChem BioAssay by National Center for Advancing Translational Sciences (NCATS).
